# Screens as filed in PubChem BioAssay.
# UDG counter = UDG inhibition counter-screen; Potency, µM (top dose mostly 115 µM), without a hit: at the top dose activity change, negative = inhibition, most hits filed as inhibitors; FRET deamination/UDG coupled assay, UDG read, 4 h; 0.14% of 91,000 active; also: nearly all actives have a fitted effect of over 65% in size
# AID inhibitor = inhibitors of human activation induced cytidine deaminase. AID 1347428. 0.32% of 91,000 active. Q9GZX7. AID deamination FRET fluorescence, UDG-coupled, 4 h. Potency, µM (top dose mostly 115 µM), without a hit: top-dose activity change, negative = inhibition, actives largely listed as inhibitors; also: nearly all actives have a fitted effect of over 25% in size
# Target sequence (Q9GZX7 whole entry, looked up): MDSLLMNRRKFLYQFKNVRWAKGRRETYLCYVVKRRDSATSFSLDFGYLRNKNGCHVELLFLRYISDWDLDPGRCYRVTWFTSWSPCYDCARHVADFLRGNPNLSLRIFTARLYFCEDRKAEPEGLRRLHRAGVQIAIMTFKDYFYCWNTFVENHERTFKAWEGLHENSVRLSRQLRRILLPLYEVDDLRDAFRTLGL
# * marks the source's active call; other numbers are inactive results; ? = inconclusive; & = joins results of further samples; [ ] = remark or other dose. Calls follow the shape of the dose curve; as a rule, active = well fitted curve in the direction sought with a large enough effect; inconclusive = small, poorly fitted or top-dose-only effect, or another doubt; inactive = no such curve, though single readings can be large; an effect the other way counts as inactive or inconclusive. % is scaled to controls: 0 for no effect and ±100 for the full control effect; potency is read from the fitted curve at half-maximal effect. An excerpt; the hit share may differ from the screen's.
SMILES,UDG counter,AID inhibitor
Cc1cccc(Nc2nnc(-c3ccc(C)c(S(=O)(=O)N4CCCCC4)c3)c3ccccc23)c1,-12%[57.5 µM],-23%[57.5 µM]
O=C(CS(=O)(=O)c1cccc2nsnc12)Nc1cc(F)ccc1F,-16%,-4%
CCc1ccc(CNC(=O)c2ccc(CSc3nc4ccncc4n3Cc3ccc(OC)cc3)cc2)cc1,-3%,?
CCOC(=O)c1ccc2ncc(C(=O)OCC)c(NCCc3ccc(OC)c(OC)c3)c2c1,-7%,5%
Cc1ccccc1N=Cc1ccc(N(C)C)cc1,-9%,14%
CC1=C(C(=O)c2ccc(Cl)cc2)C(c2ccccc2)NC(=O)N1 (stereo not drawn),-3%,-8%
Cc1ccc2[nH]c(CSc3nnc(NC(=O)COc4ccccc4Cl)s3)cc(=O)c2c1,0%[57.5 µM],19%
CCCC(=O)OC1=C(C(C)=O)N(Cc2ccccc2)S(=O)(=O)c2ccccc21,-6%,-13%
Nc1ccc(N2C(=O)c3ccccc3C2=O)c(Cl)c1,12%,5%
COc1ccc(CCNC(=O)Cn2c(=O)nc(-c3ccccc3)c3cc(Cl)ccc32)cc1OC,-8%,-2%
COc1ccc(NC(=O)CSc2nc3ccccc3n2CC(=O)Nc2cccc(C)c2C)cc1,-10%,-7%
COc1cc(/C=C(\C#N)c2nc3ccccc3[nH]2)ccc1OCc1ccc(F)cc1,-1%,56%[activator]
COc1ccc(NC(=O)CN(C)S(=O)(=O)c2ccc3nc(C)sc3c2)cc1,4%,7%
CN(C)S(=O)(=O)c1ccc(C(=O)NCCS(=O)(=O)N2CCN(c3ccccc3)CC2)cc1,-2%,11%
CCOC(=O)c1ccc(NC(=O)CCc2c(C)nc3c(c(C)nn3-c3ccccc3)c2C)cc1,-17%[57.5 µM],-5%
c1cn(CCCNCc2ccc(-n3ccnc3)cc2)cn1,3%,3%
COc1ccc(S(=O)(=O)Nc2cc(C)cc(C)c2)c2cccnc12,5%,-6%
CCOc1ccccc1CNC(=O)c1cc2oc3ccccc3c2n1CC,-20%,?
Cn1cccc1/C=C(\C#N)c1ccc(Cl)cc1Cl,-20%,-21%
Cc1nc2ccccc2nc1SCC(=O)N1CCCC(C)C1 (stereo not drawn),-1%,1%
CN(CC(=O)Nc1ccccc1Br)C(=O)CCc1ncc(-c2ccc(F)cc2F)o1,0%,2%
COc1cccc(CNC(=O)c2ccc3c(c2)nc2n3CCC(C)C2)c1 (stereo not drawn),-2%,-1%
N#Cc1ccc(OCCOC(=O)c2ccc(COc3ccccc3)o2)cc1,-4%,-6%
CC(=O)Nc1cccc(-c2nc3cc(C)cc(C)c3o2)c1,2%,-8%
Cc1ccc(CNC(=O)CSCc2ccc(F)cc2)cc1,2%[57.5 µM],12%
Cc1ccc(C)c(/C=C(/C#N)S(C)(=O)=O)c1,-10%,-5%
COc1ccc(N2CN(CCN3CCOCC3)Cn3c2nc(C)c(C)c3=O)cc1,2%,1%
COC(=O)c1sc(N2C(=O)c3oc4ccccc4c(=O)c3C2c2ccc(O)cc2)nc1C (stereo not drawn),-7%[57.5 µM],4%[57.5 µM]
C#CCNC(=O)c1ccccc1NCC(=O)NC(=O)NCc1ccccc1,-1%,-2%
O=S(=O)(NCc1ccccc1Cl)c1ccc2c(c1)OCCO2,-13%,-5%
CC(C)(C)c1ccc(C(=O)NC(Cc2c[nH]c3ccccc23)C(=O)O)cc1 (stereo not drawn),-8%,-13%
Cc1ccc(-c2cnc(NCc3ccc(C(C)C)cc3)n2C)cc1,-2%,12%
Cc1cc(C)nc(Nc2nc(C)c3cc(C)c(C)cc3n2)n1,-2%,-2%
Cc1ccc(-c2cc(C(F)(F)F)n3nc(-c4ccc(Cl)cc4)cc3n2)cc1,1%[57.5 µM],9%[57.5 µM]
CCOC(=O)N1CCC(NC(=O)c2ccc3c(c2)N(Cc2ccc(F)cc2)C(=O)c2ccccc2S3(=O)=O)CC1,-27%,-21%
O=C(COc1ccc(Cl)cc1)NCCc1csc(-c2ccc(C(F)(F)F)cc2)n1,2%[57.5 µM],-15%
CCc1nc2nc(C)c(NS(=O)(=O)c3ccc(F)c(C)c3)c(=O)n2[nH]1,2%,3%
Cc1ccc(-n2nnc(-c3nc(-c4cccs4)no3)c2N)c(C)c1,-4%,23%
CC/C=C(/C)C(=O)Nc1cccc(SC)c1,0%,-6%
Cc1cc(I)ccc1NC(=S)NCCc1ccccc1,-7%,-12%
CCN1CCN(C(c2cccc(Cl)c2)c2c(O)cc(C)n(CCOC)c2=O)CC1 (stereo not drawn),18%,7%
CCCC(=O)Nc1ccc(Cl)c(NC(=O)c2cccc3ccccc23)c1,-4%,-5%
N#Cc1ccc(OCCSCc2cccc(F)c2)cc1,-5%,-11%
c1ccc2c(c1)CCN2CC1CCNCC1,1%,-1%
Cc1nc2c(cc(Oc3cnccn3)c3ccsc32)s1,-4%,42%[activator]
Cc1ccc(S(=O)(=O)NCCc2nnc3ccc(SCc4ccccc4F)nn23)cc1,-6%&40%,?
CCc1ccc2oc(C(=O)Nc3nc(-c4ccc(F)cc4)ns3)c(C)c2c1,3%[57.5 µM],-4%
Cc1cc(C)nc(NC(=O)Nc2ccc(F)cc2)c1,-1%,-2%
CCCCN(CC)C(=O)C1CCCN(c2ncnc3onc(C)c23)C1 (stereo not drawn),9%,20%
O=C(CCCCCCCC(=O)NCCCN1CCOCC1)NCCCN1CCOCC1,-1%,3%
Nc1ccc(OCCCl)c(OCCCl)c1,-8%,17%
COc1ccc(-c2cc3ccc(OCC=C(C)C)cc3oc2=O)c(OC)c1,-3%,-15%
Cc1cc(O)c(C(c2ccccc2)N2CCC(C)CC2)c(=O)n1Cc1ccco1 (stereo not drawn),-12%,6%
Cc1ccc2c(c1)cc(S(=O)(=O)c1ccccc1)c(=O)n2CC(=O)N1CCCC1,5%,-10%
COc1ccc(Br)cc1CNC(=O)c1cc2n(n1)CCCN(Cc1ccc(C)cc1)C2=O,-4%,?
COc1cc2c(C(=O)Nc3cc(OC)c(OC)c(OC)c3)cn(C)c(=O)c2cc1OC,-3%,13%
O=C(c1cccc(Cl)c1)N1CCN(CCc2ccncc2)CC1,?,7%
O=C(Oc1ccccc1)c1cnc2ccccc2n1,-10%,25%
Cc1cc(-c2ccc(C)c(S(=O)(=O)N3CCCC(C)C3)c2)on1 (stereo not drawn),12%,25µM*
COc1cc(NC(=O)CCc2nnc3c(=O)n(-c4ccc(C)c(C)c4)ccn23)cc(OC)c1OC,11%,-6%
# (list continues)
SMILES,UDG counter,AID inhibitor
O=C(Nc1cc(NC(=O)c2ccccc2Cl)ccc1Cl)c1ccccc1,-13%[57.5 µM],-26%[57.5 µM]
CCc1ccc(-n2c(=O)c3c(C)c(C(=O)N(C)C)sc3n(CC(=O)Nc3cc(Cl)ccc3C)c2=O)cc1,5%[57.5 µM],5%
O=C(NCCc1cccnc1)C1CC2CCC1C2 (stereo not drawn),7%,3%
CNC(=O)COc1ncnc2c(Cl)cc(Cl)cc12,10%,9%
Cc1ccc(Cl)cc1N1CCN(C(=O)c2ccc(CS(=O)c3ccccc3)o2)CC1 (stereo not drawn),-14%[57.5 µM],?
CCn1cc(C(=O)NCCc2ccc(C)cc2)c(=O)c2cc(S(=O)(=O)N3CCCCC3)ccc21,-8%[57.5 µM],6%[57.5 µM]
CCOc1cccc(CNC(=O)c2ccc(N3CCCC3)c(NC(=O)Nc3ccccc3CC)c2)c1,-12%,?
CCOc1ccc(CCNC(=O)Cn2nc(CC)n3c(cc4sc(CC)cc43)c2=O)cc1OCC,-1%,4%
Cn1cc(C(C(=O)O)N2CCN(Cc3ccncc3)CC2)c2ccc(C(=O)O)cc21 (stereo not drawn),1%,6%
Cc1ccc(C)c(N2CCN(C(=O)c3cc(S(=O)(=O)N4CCCC4)c[nH]3)CC2)c1,3%,44%[activator]
Cc1ccc(S(=O)(=O)c2c(Nc3cccc(Cl)c3)sc(C(=O)c3ccc4c(c3)OCO4)c2N)cc1,5%,15%
CC(=O)N1CCC2(CC1)OC(=O)C(C)=C2C(=O)NCCN1CCCCCC1,0%,3%
CCCc1cc(=O)oc2c(C)c(OCC(=O)NCc3ccccn3)ccc12,2%,6%
COc1ccc(-n2nc(C(=O)NCCc3ccc(OC)c(OC)c3)c3c4ccccc4n(C)c3c2=O)cc1Cl,-3%,4%
O=C(O)c1csc(Br)c1,-9%,-8%

# One compound at a time, as listed above. Values in the order: UDG counter | AID inhibitor
# `Cc1nc2c(cc(Oc3cnccn3)c3ccsc32)s1` across the screens: -4% | 42%[activator]
# `COc1ccc(Br)cc1CNC(=O)c1cc2n(n1)CCCN(Cc1ccc(C)cc1)C2=O` across the screens: -4% | ?
# `Cc1cc(I)ccc1NC(=S)NCCc1ccccc1` across the screens: -7% | -12%
# `CCCC(=O)Nc1ccc(Cl)c(NC(=O)c2cccc3ccccc23)c1` across the screens: -4% | -5%

# (list continues)
SMILES,UDG counter,AID inhibitor
CC1(C)C(c2ccc(Cl)cc2)=[N+]([O-])C(C)(C)N1O,-5%,1%
Nc1nc(N)c(S(=O)(=O)c2ccccc2)c(Nc2ccc(Br)cc2)n1,-3%,166%[activator]
NC(N)=Nc1ccc(F)cc1,-6%,2%
COc1cccc(C(=O)Oc2ccc(-c3ccc(C)cc3)cc2)c1,-6%,-7%
CN=C(NC)NCc1cccc(Br)c1,-5%,-5%
CC1(C)Cc2ccccc2-c2nnc(-c3ccc(Br)o3)n21,2%,-8%
CCCn1c2ccccc2c2cnn(CC(=O)Nc3cccc(C(=O)OCC)c3)c(=O)c21,-11%,1%
COC(=O)c1cc(-c2ccc(Cl)cc2)c2c(=O)[nH]c(=O)n(C)c2n1,-1%,3%
CCN(CC)c1ccc(-n2nc3cc(C)c(NC(=O)c4ccccc4C)cc3n2)c(C)c1,-10%,4%
Cc1cc(C)cc(C(=O)C(C#N)C(=O)c2cccs2)c1 (stereo not drawn),-13%,6%
CCc1cc(=O)oc2cc(OCC(=O)N3CCCc4ccccc43)ccc12,-2%,-2%
C/C(=C/C(=O)NCC1CN(C)CCO1)C12CC3CC(CC(C3)C1)C2 (stereo not drawn),-11%,-14%
Cc1ccc(C(C)C)c(OCc2n[nH]c(=S)n2Cc2ccc(Cl)cc2)c1,9%,-13%
c1ccc(CNCCCn2ccnc2)cc1,11%,3%
O=C(/C=C/c1ccco1)OC(C(=O)c1ccccc1)c1ccccc1 (stereo not drawn),-8%,-6%
Cc1oc(-c2nc(C#N)c(NCc3ccccc3)o2)cc1S(=O)(=O)N1CCCC1,-1%,7%
CCOC(=O)Oc1ccc2c(=O)c(Oc3ccccc3Cl)c(C(F)(F)F)oc2c1,1%,-8%
CCOC(=O)c1c(S(=O)(=O)N2CCCC(C(=O)Nc3ccc(OCC)cc3)C2)c(C)n(C)c1C (stereo not drawn),14%,?
COc1ccc(Br)cc1CNC(=O)CCC(=O)N1CCSc2ccccc21,-1%,-16%
Fc1ccccc1NC(=S)N(Cc1ccccc1)Cc1ccccc1,5%,-1%
COc1cccc(N2CCN(S(=O)(=O)c3ccc(-c4ccno4)cc3OC)CC2)c1,?,-14%
COc1ccc(NC(=O)c2cc3c(s2)-c2c(C)cccc2OC3)c(OC)c1,-8%,?
CCOc1ccc(CNC(=O)c2cnc3sc(N4CCCCCC4)nn3c2=O)cc1OC,5%,-17%
CCOCCCNC(=O)C(c1ccc(C)cc1)N(Cc1ccc2c(c1)OCO2)C(=O)c1ccccc1O (stereo not drawn),-1%,4%
COc1ccc(Br)cc1CNC(=O)CN1C(=O)c2cccnc2Oc2ccc(C)cc21,12%,8%
N#CC(Cc1ccccc1)Sc1ccccc1 (stereo not drawn),-10%,-17%
CC(C)(C)c1ccc(-c2nc(C#N)c(NCC3CCCO3)o2)cc1 (stereo not drawn),-20%,-18%
Cn1ccc2c(C(=O)N3CCC(C(N)=O)CC3)cccc21,2%,-2%
CCc1c(C)c2ccc(O)c(CN3CCN(c4ccc(OC)cc4)CC3)c2oc1=O,22%,-3%
COC(=O)CSc1ccc2nnc(CCNS(=O)(=O)c3ccccc3)n2n1,24%,25%
Cn1c(C(=O)NCc2ccccc2F)cc2cc(S(=O)(=O)N3CCCCC3)ccc21,-2%,9%
CCCC(CCC)C(=O)NCc1nnnn1-c1ccc(OCC)cc1,-4%,-4%
Cc1c(NS(=O)(=O)c2ccc(C(C)(C)C)cc2)c(=O)n(-c2ccccc2)n1C,3%,-8%
CCN(Cc1ccccc1)S(=O)(=O)c1ccc2[nH]c3c(c2c1)CCCCC3,-8%,?
COc1ccc(C(=O)NCc2nnc(SCC(=O)Nc3ccc(C)cc3)n2-c2ccccc2)cc1,-1%,-1%
O=C(O)C/C(=C/c1ccc(Br)s1)c1nc2ccccc2o1,0%,-2%
O=C(NCc1ccc(Cl)cc1)c1cnc(N2CCCCC2)c2ccccc12,?,3%
CCC(C)NC(=O)c1ccc2c(c1)N(Cc1cccc(Cl)c1)C(=O)c1ccccc1S2=O (stereo not drawn),39%[activator],-21%
O=C(Cc1ccccc1)NCCNC(=O)c1cc(=O)[nH]c2ccccc12,-13%,1%

# 7 compounds out of the list, ordered by heavy-atom count, smallest number first.
SMILES,UDG counter,AID inhibitor
O=C(O)C/C(=C/c1ccc(Br)s1)c1nc2ccccc2o1,0%,-2%
CCCC(CCC)C(=O)NCc1nnnn1-c1ccc(OCC)cc1,-4%,-4%
COC(=O)CSc1ccc2nnc(CCNS(=O)(=O)c3ccccc3)n2n1,24%,25%
Cc1c(NS(=O)(=O)c2ccc(C(C)(C)C)cc2)c(=O)n(-c2ccccc2)n1C,3%,-8%
Cn1c(C(=O)NCc2ccccc2F)cc2cc(S(=O)(=O)N3CCCCC3)ccc21,-2%,9%
CCC(C)NC(=O)c1ccc2c(c1)N(Cc1cccc(Cl)c1)C(=O)c1ccccc1S2=O (stereo not drawn),39%[activator],-21%
COc1ccc(C(=O)NCc2nnc(SCC(=O)Nc3ccc(C)cc3)n2-c2ccccc2)cc1,-1%,-1%
